# Compound activity as filed in PubChem.
# TROY NFkB inh: TROY signaling inhibition; Q293 LMP1-TROYcd NF-kB luciferase reporter, 4 h; inhibition, % at 10 µM; 360,000 compounds, 0.98% hits; AID 1347056;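 active means compounds whose plate-normalised and pattern-corrected inhibition of the luciferase reporter signal at the single screening dose is 50% or more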
# SRC1 inh: inhibitors of human steroid receptor coactivator 1 (SRC1); HEK293 GAL4-SRC1 luciferase reporter, luminescence; AID 588354; 360,000 compounds, 0.12% hits; inhibition, % at 3.6 µM;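 active means inhibition above the campaign mean plus 3 SD, with each screening campaign given its own cutoff, cut at about 60% in these data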;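 further: 0% = DMSO treated cells and 100% = gossypol at 36 µM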
# NR5A2 inv ag: suppresses constitutive activity of human LRH-1; inhibition, % at 3.6 µM; 360,000 compounds, 0.13% hits; AID 602396; HEK293T StAR-luciferase reporter, LRH-1 transfected, 24 h;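 active means inhibition above the mean inhibition of all tested compounds plus 3 SD, cut at about 73% in these data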;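 further: 0% = DMSO wells and 100% = reporter-only cells lacking LRH-1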
# TLR9-MyD88 inh: TLR9-MyD88 interaction inhibition | Q9NR96+Q99836 | CHO BLA complementation TLR9-MyD88, CCF4 FRET ratio | inhibition, % at 4.98 µM | 340,000 compounds, 0.21% hits | AID 504734;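 active means inhibition above the mean over all tested compounds plus 3 SD, cut at about 21% in these data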;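 further: 0% = DMSO only wells and 100% = clavulanate BLA inhibitor control wells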
# TWEAK-Fn14 inh: inhibitors of TWEAK-Fn14 interaction signaling; TWEAK-stimulated Fn14 reporter cells, luciferase luminescence, 8 h; inhibition, % at 10 µM; 360,000 compounds, 2% hits; in the data active means inhibition above about 50%
# SRC3 inh: human NCOA3 inhibition | Q9Y6Q9 | HEK293 GAL4-SRC3 luciferase reporter, luminescence | AID 588352 | 360,000 compounds, 0.17% hits | inhibition, % at 3.6 µM;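 active means inhibition above a per-campaign cutoff, the mean of all compounds plus 3 SD, cut at about 60% in these data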;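 further: 0% = DMSO-treated cells and 100% = gossypol-treated cells at 36 µM; higher means less SRC3-driven luciferase light from the GAL4 reporter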
# Target sequence (Q9Y6Q9 whole entry, looked up, the tested form may be a part): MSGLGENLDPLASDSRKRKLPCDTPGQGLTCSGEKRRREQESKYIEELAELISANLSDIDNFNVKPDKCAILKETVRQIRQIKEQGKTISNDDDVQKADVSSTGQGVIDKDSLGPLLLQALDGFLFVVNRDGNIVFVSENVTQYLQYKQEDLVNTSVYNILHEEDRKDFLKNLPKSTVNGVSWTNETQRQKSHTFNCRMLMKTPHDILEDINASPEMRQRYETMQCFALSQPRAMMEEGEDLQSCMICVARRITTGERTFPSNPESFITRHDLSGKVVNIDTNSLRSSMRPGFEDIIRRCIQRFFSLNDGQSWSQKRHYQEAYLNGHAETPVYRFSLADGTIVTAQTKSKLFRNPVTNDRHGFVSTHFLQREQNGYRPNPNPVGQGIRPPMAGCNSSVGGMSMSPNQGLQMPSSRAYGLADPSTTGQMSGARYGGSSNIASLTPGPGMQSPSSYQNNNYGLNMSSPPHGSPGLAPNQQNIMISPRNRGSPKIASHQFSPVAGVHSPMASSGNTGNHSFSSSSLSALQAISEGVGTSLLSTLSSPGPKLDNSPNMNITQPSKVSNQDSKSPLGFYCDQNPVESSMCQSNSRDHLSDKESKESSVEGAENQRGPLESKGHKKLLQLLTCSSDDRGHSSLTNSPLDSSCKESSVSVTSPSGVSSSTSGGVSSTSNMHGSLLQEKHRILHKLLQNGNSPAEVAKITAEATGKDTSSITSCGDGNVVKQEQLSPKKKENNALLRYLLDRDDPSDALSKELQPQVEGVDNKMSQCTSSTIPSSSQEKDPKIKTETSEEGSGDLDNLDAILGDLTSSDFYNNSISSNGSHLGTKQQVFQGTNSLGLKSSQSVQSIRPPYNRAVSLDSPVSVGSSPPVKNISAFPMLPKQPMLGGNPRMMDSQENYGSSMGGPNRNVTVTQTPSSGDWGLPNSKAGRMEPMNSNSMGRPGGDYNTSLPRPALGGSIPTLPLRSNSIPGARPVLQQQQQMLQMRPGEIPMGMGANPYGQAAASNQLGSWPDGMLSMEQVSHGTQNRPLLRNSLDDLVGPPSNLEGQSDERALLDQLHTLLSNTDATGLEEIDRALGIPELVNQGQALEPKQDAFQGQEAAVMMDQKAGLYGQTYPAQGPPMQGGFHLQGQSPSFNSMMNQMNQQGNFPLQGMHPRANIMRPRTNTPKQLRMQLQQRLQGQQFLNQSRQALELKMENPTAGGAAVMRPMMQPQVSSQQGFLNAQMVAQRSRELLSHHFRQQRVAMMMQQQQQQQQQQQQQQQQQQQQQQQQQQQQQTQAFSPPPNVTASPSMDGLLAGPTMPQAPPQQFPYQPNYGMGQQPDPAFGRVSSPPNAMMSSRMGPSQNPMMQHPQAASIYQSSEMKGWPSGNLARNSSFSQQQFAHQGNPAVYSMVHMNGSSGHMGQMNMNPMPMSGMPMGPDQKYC
# ABHD5 PLIN5 PPI: inhibitors of human ABHD5-perilipin-5 interaction. Split G. princeps luciferase complementation, luminescence, 4 h. Q00G26+Q8WTS1. inhibition, % at 4 µM. 360,000 compounds, 0.78% hits;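 active means inhibition above the mean inhibition across every tested compound plus 3 SD, cut at about 22% in these data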;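 further: 0% = DMSO only wells and the 100% control is not disclosed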
# NOD2 RIPK2 PPI: inhibitors of human NOD2-RIPK2 interaction | 360,000 compounds, 0.38% hits | O43353 | inhibition, % at 4.98 µM | CHO BLA complementation NOD2-RIPK2, CCF4 ratio; in the data active means inhibition above about 21%;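 further: 0% = vehicle only and 100% = reference blocker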
# NR2F2 inh: inhibitors of human COUP-TFII (NR2F2); P24468; HEK293T NGFI-A luciferase reporter, luminescence; inhibition, % at 8.6 µM; 370,000 compounds, 0.7% hits; AID 686940;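 active means inhibition above a per-plate cutoff, mean inhibition of test wells between control levels plus 3 SD, cut at about 38% in these data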;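 further: cells cotransfected with COUP-TFII expression vector driving the NGFI-A reporter; 0% = median of COUP-TF2 test wells and 100% = reporter-only cells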
# Exocytosis inh: blocks lytic granule exocytosis | TALL-104 LAMP-1 surface exposure, flow cytometry; cells stimulated with thapsigargin and PMA | inhibition, % at 10 µM | 360,000 compounds, 0.66% hits;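 active means inhibition above about 55%, limit read from the data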
# NCOA2 inhibitor: human SRC2 (NCOA2) inhibition; Q15596; HEK293 GAL4-SRC2 luciferase reporter, luminescence; inhibition, % at 9 µM; 370,000 compounds, 0.17% hits; AID 651957;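 active means inhibition above the mean inhibition of all tested compounds plus 3 SD, set per campaign, cut at about 52% in these data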;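 further: 0% = DMSO treated cells and 100% = cells given Gossypol at 36 µM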
# An asterisk follows results filed as active; . = not tested or not shown.
# Start of the data: the first two compounds, to show the layout:
SMILES,TROY NFkB inh,SRC1 inh,NR5A2 inv ag,TLR9-MyD88 inh,TWEAK-Fn14 inh,SRC3 inh,ABHD5 PLIN5 PPI,NOD2 RIPK2 PPI,NR2F2 inh,Exocytosis inh,NCOA2 inhibitor
Oc1ccc(Br)cc1-c1cc(-c2ccc(Cl)cc2)n[nH]1,-8,-19,-7,1,5,-19,-19,-2,-10,5,-26
O=C(NCCc1ccccc1)C1(c2ccccc2)CCCC1,-15,7,11,-13,5,0,-7,-2,-4,2,-18

# All compounds of this part, from the start:
SMILES,TROY NFkB inh,SRC1 inh,NR5A2 inv ag,TLR9-MyD88 inh,TWEAK-Fn14 inh,SRC3 inh,ABHD5 PLIN5 PPI,NOD2 RIPK2 PPI,NR2F2 inh,Exocytosis inh,NCOA2 inhibitor
Oc1ccc(Br)cc1-c1cc(-c2ccc(Cl)cc2)n[nH]1,-8,-19,-7,1,5,-19,-19,-2,-10,5,-26
O=C(NCCc1ccccc1)C1(c2ccccc2)CCCC1,-15,7,11,-13,5,0,-7,-2,-4,2,-18
Cc1nn(CC(=O)Nc2ccc(S(=O)(=O)N(C)C)cc2)c(C)c1[N+](=O)[O-],0,11,10,8,-2,8,3,-12,-6,2,-16
CCOC(=O)c1ccc(COc2nc3ccccc3nc2-c2ccccc2NC(C)=O)o1,-14,7,0,-6,-10,7,-2,-1,3,-1,12
CCOC(=O)C1=C(CC)Nc2ccccc2N/C1=N\S(=O)(=O)c1cc(Br)ccc1Br,34,9,-6,.,43,5,-11,-6,6,6,13
CCOC(=O)c1sc(NC(=O)CNCc2ccccn2)c(C(=O)OCC)c1C,-11,0,4,-8,-42,1,2,-6,7,10,12
COc1ccc(CNC(=O)C2CCN(C(=O)N3CCOc4ccc(C)cc43)CC2)cc1,14,-9,9,0,10,11,5,0,13,0,15
CC(Sc1nc2ccccc2s1)C(=O)Nc1ccc2c(c1)OCO2 (stereo unspecified),1,2,-31,-6,12,-14,3,2,.,-4,.
CC(Sc1nc(O)c(-c2ccccc2)c(=O)[nH]1)C(=O)Nc1ccc(Cl)cc1 (stereo unspecified),7,-4,-2,8,-15,8,1,4,-27,6,-20
O=C(Cn1c(=O)c(=O)n(Cc2ccccc2)c2ccc(Cl)cc21)Nc1cccc(F)c1,0,7,5,7,-5,4,-2,-4,1,3,8
O=C(N=C1c2ccccc2CN1c1ccc(F)cc1)c1ccc(Cl)nc1,-22,-32,-8,-9,11,5,-4,1,8,-3,-32
COc1ccc(C(=O)NCCOc2ccccc2)cc1S(=O)(=O)N1CCOCC1,-16,4,-5,-4,9,-16,-9,4,-15,-2,-1
OCCN1CCN(C(=S)NC2CCCC2)CC1,-6,-4,13,4,-6,0,-1,-3,-1,-1,9
Cn1cccc1/C=C1\SC(=S)N(NC(=O)c2ccccc2O)C1=O,8,-17,-14,3,4,8,15,1,-2,3,9
CCCCOc1ccc(C(=O)NNC(=O)c2cnccn2)cc1OC,6,-17,16,-5,-5,1,-10,-10,-6,-12,6
COc1ccc(C(=O)NC(C)c2nnc(SCC(=O)NC3CCCCC3)n2C)cc1 (stereo unspecified),3,-5,1,-6,10,7,10,-11,-10,-8,-18
COCCN(CCOC)S(=O)(=O)c1ccc(/C(O)=C(\C#N)c2nc3ccccc3[nH]2)cc1,-23,-27,-23,4,-6,-32,-5,-4,-15,2,-55
CCOC(=O)N1CCN(CC(O)COCc2ccc(OC)c(OC)c2)CC1 (stereo unspecified),-8,11,5,0,-3,14,0,-40,2,-3,4
Cc1cccc(C)c1Nc1ncnc2ccccc12,10,9,7,5,7,-2,4,7,17,-7,14
CC(=O)Nc1ccc(S(=O)(=O)N(C)CC(=O)OCC(=O)Nc2ccc3c(c2)OCO3)cc1,6,1,21,3,-13,13,1,-2,12,5,-6
Cc1ccc(-c2noc(CSc3nnc(Cc4cccs4)n3-c3ccccc3)n2)cc1,24,-4,12,-5,10,-7,1,-3,17,-1,15
C[C@H]1COC(=O)[C@@H](Cc2ccc(F)cc2)C/C=C\C[C@H](CC(=O)NCCO)C(=O)N1,-11,-3,6,9,-4,10,5,2,6,0,3
O=C(CN(C(=O)CCC(=O)Nc1ccccn1)c1ccc2c(c1)OCCO2)NCCc1ccccc1,37,-1,19,4,34,13,-12,-15,-9,-2,-16
O=c1nc2s/c(=C\c3ccco3)c(=O)n2nc1Cc1ccccc1,-12,12,-3,-5,-2,3,6,-6,.,0,.
C/C(=N\Nc1cccc(C(=O)O)c1)c1cc2ccccc2o1,-81,-35,-74,-4,-32,-72,-5,2,-31,-2,-34

# Reformatted: results already given.
molecule	TROY NFkB inh	SRC1 inh	NR5A2 inv ag	TLR9-MyD88 inh	TWEAK-Fn14 inh	SRC3 inh	ABHD5 PLIN5 PPI	NOD2 RIPK2 PPI	NR2F2 inh	Exocytosis inh	NCOA2 inhibitor
CC(Sc1nc2ccccc2s1)C(=O)Nc1ccc2c(c1)OCO2 (stereo unspecified)	1	2	-31	-6	12	-14	3	2	.	-4	.
CC(Sc1nc(O)c(-c2ccccc2)c(=O)[nH]1)C(=O)Nc1ccc(Cl)cc1 (stereo unspecified)	7	-4	-2	8	-15	8	1	4	-27	6	-20
O=C(Cn1c(=O)c(=O)n(Cc2ccccc2)c2ccc(Cl)cc21)Nc1cccc(F)c1	0	7	5	7	-5	4	-2	-4	1	3	8
O=C(N=C1c2ccccc2CN1c1ccc(F)cc1)c1ccc(Cl)nc1	-22	-32	-8	-9	11	5	-4	1	8	-3	-32
COc1ccc(C(=O)NCCOc2ccccc2)cc1S(=O)(=O)N1CCOCC1	-16	4	-5	-4	9	-16	-9	4	-15	-2	-1
OCCN1CCN(C(=S)NC2CCCC2)CC1	-6	-4	13	4	-6	0	-1	-3	-1	-1	9

# Carrying on.
SMILES,TROY NFkB inh,SRC1 inh,NR5A2 inv ag,TLR9-MyD88 inh,TWEAK-Fn14 inh,SRC3 inh,ABHD5 PLIN5 PPI,NOD2 RIPK2 PPI,NR2F2 inh,Exocytosis inh,NCOA2 inhibitor
Cc1onc(-c2ccccc2)c1C(=O)OCC(=O)Nc1ccccc1Cl,9,-2,-25,-9,-2,-3,-10,9,7,-6,11
CC(C)Cn1c(N)c(C(=O)COC(=O)c2ccccc2F)c(=O)n(C)c1=O,30,17,18,5,16,11,-1,1,12,-1,17
Cc1cccnc1C(NC(=O)C1CCN(Cc2ccc(Cl)c(Cl)c2)CC1)c1ccc(Cl)cc1 (stereo unspecified),4,-1,-29,.,27,-17,-5,-11,7,1,-2
CCn1c2ccc(C)cc2c2n[nH]c(=S)nc21,-12,12,14,-4,-12,1,3,-64,8,3,-3
Cc1ccccc1NC(=S)N1CCN(c2ccccc2C)CC1,18,3,-22,-16,-3,0,2,5,-11,-8,12
Cc1cc(C(=O)NNC(C)Cc2ccccc2)no1 (stereo unspecified),-2,-5,10,-1,-14,2,7,-2,7,-5,12
CCOC(=O)N1CCC(NC(=O)c2cc(C(=O)Nc3cccc(OC)c3)ccc2CO)CC1,-7,0,17,-6,12,20,-1,-6,-6,-4,7
CC1=CC(C)(C)N(S(=O)(=O)c2ccc(C)cc2)c2ccc(C)cc21,4,5,15,6,-7,12,-8,19,-34,7,44
COC(=O)CCC(C)N1CCC(Oc2ccc(C(=O)NCc3ccccn3)cc2)CC1 (stereo unspecified),-3,0,9,1,-7,30,-4,3,-3,0,-23
O=C(CCc1nnc(-c2ccc3c(c2)OCO3)o1)N(Cc1ccncc1)CC1CCCO1 (stereo unspecified),-15,-20,-22,-1,12,3,7,1,-14,-7,-2
O=C(Nc1cccc(Oc2ccccc2)c1)C1Cc2c(-c3ccc4c(c3)OCO4)ccnc2O1 (stereo unspecified),-6,-4,-34,.,4,16,3,-2,6,1,14
Brc1ccc(-c2csc(-c3ccncc3)n2)cc1,-50,-66,-18,1,-17,-44,0,5,-48,4,-27
O=c1ccc(/C=C/c2ccccc2)nn1Cc1ccccc1Cl,18,2,-6,-5,-2,23,-2,-2,3,-1,-4
CC(=O)c1cccc(NC(=O)c2cc(S(=O)(=O)N3CCOCC3)cs2)c1,15,6,30,-10,22,34,-1,4,-7,2,18
Cc1cnc(CN(C)Cc2c(C(=O)N3CCCCCCC3)nc3ccc(Cl)cn23)[nH]1,12,19,3,-10,11,9,1,-1,-15,1,-12
CC(C)C(O)(c1ccccc1)C(CN1CCOCC1)c1ccccc1 (stereo unspecified),9,6,18,-4,18,12,-2,5,7,-7,-9
Cc1c(NC(=O)c2ccc3c(c2)OCO3)cccc1-c1nc2ncccc2o1,-18,0,0,-6,12,3,4,-10,-19,-8,7
CN1CCN(C(=O)c2cc(-c3ccco3)on2)CC1,-59,-32,-31,-6,-18,-8,0,-5,-14,3,-18
CCCCn1c(N)c(N(CC(C)C)C(=O)C(C)SCc2nc3sc(C)c(C)c3c(=O)[nH]2)c(=O)[nH]c1=O (stereo unspecified),13,0,-4,-8,10,-17,-7,-1,-4,2,-4
Cc1cc(OCCn2cnc3ccccc3c2=O)ccc1[N+](=O)[O-],11,2,4,-10,-3,-3,0,2,-17,-1,3
CC(C)c1ccc(NC2CCCN(C(=O)CCc3cnn(C)c3)C2)cc1 (stereo unspecified),16,-18,12,1,3,-1,-2,9,-4,2,6
Cc1ccc(NC(=O)CSc2nnc(Cn3cnc4ccccc43)o2)cc1,9,-39,2,1,-1,13,0,-7,-13,0,-2
CCCc1cc(=O)oc2c(C)c(OCC(=O)N3CCC(C(=O)O)CC3)ccc12,11,9,-7,4,14,4,1,-2,-15,6,-2
C=C1CCN(C(C(=O)OC)C(C)C)S(=O)(=O)c2ccccc21 (stereo unspecified),-16,2,1,7,1,7,-5,0,5,1,-13
COc1ccc(NC(=S)NC(=NS(=O)(=O)c2ccc(Cl)cc2)c2ccccc2)cc1,-64,-70,-94,-8,-13,-88,-1,-3,-28,-9,-51
Cc1cc(C)cc(OCCCC(=O)O)c1,-5,1,17,2,11,-1,5,2,8,2,-4
O=C(O)CCCC(=O)Nc1ccc(OCc2nc3ccccc3s2)cc1,20,-64,-25,6,-7,-40,3,-4,-7,-6,-35
COc1ccc(-n2c(COc3cccc(C)c3)nnc2SCC(=O)NCc2ccco2)cc1,-12,-3,3,-7,-10,-7,5,8,2,-4,3

# Given with two lines to a compound: entries from further up.
# Every second line gives: TROY NFkB inh | SRC1 inh | NR5A2 inv ag | TLR9-MyD88 inh | TWEAK-Fn14 inh | SRC3 inh | ABHD5 PLIN5 PPI | NOD2 RIPK2 PPI | NR2F2 inh | Exocytosis inh | NCOA2 inhibitor
CCCCn1c(N)c(N(CC(C)C)C(=O)C(C)SCc2nc3sc(C)c(C)c3c(=O)[nH]2)c(=O)[nH]c1=O (stereo unspecified)
→ 13 | 0 | -4 | -8 | 10 | -17 | -7 | -1 | -4 | 2 | -4
Cc1cc(OCCn2cnc3ccccc3c2=O)ccc1[N+](=O)[O-]
→ 11 | 2 | 4 | -10 | -3 | -3 | 0 | 2 | -17 | -1 | 3

# An excerpt; count on the stated rates, not on these rows.
